Source: PubChem (National Center for Advancing Translational Sciences (NCATS))
hERG WT inh: qHTS for Inhibitors of KCHN2 3.1: Wildtype qHTS; 340,000 tested, 0.37% active; U2OS, BacMam KCNH2, thallium flux FluxOr; hits give low values; activity change, % at 1.84 µM; Voltage-gated inwardly rectifying potassium channel KCNH2 (Homo sapiens), Q12809;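 active means maximum activity change below -70%; inconclusive means maximum activity change between -70% and -50%; inactive means maximum activity change above -50%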; further: on the % scale 0 is the no-effect control and ±100 the full control effect
Target sequence (Q12809 whole entry, looked up): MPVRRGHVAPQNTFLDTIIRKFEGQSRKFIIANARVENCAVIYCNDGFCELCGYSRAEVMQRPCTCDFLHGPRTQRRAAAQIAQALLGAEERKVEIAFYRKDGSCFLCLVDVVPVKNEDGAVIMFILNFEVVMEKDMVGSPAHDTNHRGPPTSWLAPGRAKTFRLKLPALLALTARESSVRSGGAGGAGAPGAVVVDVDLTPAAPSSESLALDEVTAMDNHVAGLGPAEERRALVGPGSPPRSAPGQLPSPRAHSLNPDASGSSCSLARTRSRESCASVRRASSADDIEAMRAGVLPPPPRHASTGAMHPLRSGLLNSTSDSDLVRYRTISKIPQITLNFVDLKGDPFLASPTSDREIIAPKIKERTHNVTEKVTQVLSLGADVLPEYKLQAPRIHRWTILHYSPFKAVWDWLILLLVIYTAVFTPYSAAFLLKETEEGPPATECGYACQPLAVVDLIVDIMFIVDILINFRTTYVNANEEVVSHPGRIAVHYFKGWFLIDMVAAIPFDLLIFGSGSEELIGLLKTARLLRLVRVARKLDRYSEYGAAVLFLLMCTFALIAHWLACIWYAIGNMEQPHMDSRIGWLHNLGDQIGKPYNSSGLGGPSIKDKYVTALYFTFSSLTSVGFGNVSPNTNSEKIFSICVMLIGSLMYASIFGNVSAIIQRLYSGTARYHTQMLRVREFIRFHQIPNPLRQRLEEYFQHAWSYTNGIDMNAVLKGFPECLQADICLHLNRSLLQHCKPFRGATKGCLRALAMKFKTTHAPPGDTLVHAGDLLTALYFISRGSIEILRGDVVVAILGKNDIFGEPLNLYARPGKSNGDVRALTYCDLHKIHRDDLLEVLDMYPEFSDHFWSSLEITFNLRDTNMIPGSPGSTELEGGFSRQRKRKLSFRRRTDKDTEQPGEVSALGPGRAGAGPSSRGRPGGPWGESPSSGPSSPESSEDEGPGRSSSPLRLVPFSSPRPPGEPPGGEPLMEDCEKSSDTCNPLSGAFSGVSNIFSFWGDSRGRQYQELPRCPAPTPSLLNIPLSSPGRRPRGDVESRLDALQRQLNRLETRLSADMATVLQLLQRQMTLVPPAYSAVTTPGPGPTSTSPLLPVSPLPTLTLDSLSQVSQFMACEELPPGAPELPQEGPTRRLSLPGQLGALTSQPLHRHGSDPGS
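U2OS cells were transduced with wild-type KCNH2 virus (2.03 x 10^8 / mL) for 4 h at room temperature, then cultured overnight at 37 C. Thallium flux was read with FluxOr dye. Rate constants were normalized to DMSO controls.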
USP2a inh: qHTS Assay for Inhibitors of Ubiquitin-specific Protease USP2a Using CHOP2 as the Reporter | Potency, µM (highest dose often 38.3 µM), for the others: at the top dose activity change, negative = inhibition, actives largely listed as inhibitors | USP2 core, Ub-CHOP2 coupled fluorogenic reporter, 485/531 | 330,000 tested, 0.01% active;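 further: potency means the concentration at half of the fitted maximal effect; plate controls were DMSO wells for no effect and full inhibition by NEM control for full effect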
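Deubiquitinase activity read as fluorescence (485/531 nm) after Ub-CHOP2 cleavage activates the enterokinase reporter on its substrate; USP2 core 10nM, Ub-CHOP2 and substrate 25nM each, 30min compound preincubation then 60min RT; data normalized to NEM, curves fitted.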
S-ASM inh: Inhibitors of Secretory Acid Sphingomyelinase (S-ASM): qHTS; placental ASM, HMU-PC fluorogenic substrate, 60 min; AID 504937, 2011; Potency, µM (titrated, usually from 57.5 µM), without a hit: top-dose activity change, negative = inhibition, most hits filed as inhibitors; 340,000 tested, 0.006% active; Sphingomyelin phosphodiesterase (Homo sapiens), P17405; further: potency means the concentration at half of the fitted maximal effect
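Steps: dispense placental human ASM, pin compound, wait 10 min at room temperature, add HMU-PC0 substrate at 9 uM final, incubate 60 min at 37 °C, add stop solution raising pH to 10, read fluorescence.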
Chronic BCR inh: qHTS Assay to Find Inhibitors of Chronic Active B-Cell Receptor Signaling | ABC-DLBCL IkBa-CBG/CBR reporter, luminescence ratio, 4 h | 340,000 tested, 0.05% active | Potency, µM (doses to about 46.1 µM), without a hit: at the highest dose ratio change, negative = lower green/red ratio, usual class: inhibitors; active means well fitted inhibition curve with a large enough effect in the signal ratio, with a control signal flat, not every such curve was filed as active; inconclusive means small, poorly fitted or top-dose-only effect, or effect the other way, or a change in a side signal; the % refers to the signal ratio;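 further: potency means the concentration at half of the fitted maximal effect; plate controls were basal doxycycline-induced cells for no effect and cells given 10 µM MG132 for full effect; MG132 reads +100%, hits lower the ratio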
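Compounds up to 46 uM were incubated four hours with TMD8 cells whose green CBG68 luciferase is fused to IkappaBalpha; red CBR luminescence normalised the signal, and concentration-effect curves were fitted to fusion, red and ratio data.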
TSHR antag: Antagonists of the Thyroid Stimulating Hormone Receptor: HTS campaign; TSHR-expressing cells, TSH-stimulated cAMP HTRF, 2 h; hits give low values; activity change, negative = inhibition, % at 11.5 µM; 330,000 tested, 0.2% active;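 active means activity change below a set negative limit, meaning inhibition stronger than a set level, cut at about -70% in these data; inconclusive means activity change between two set negative limits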; further: on the % scale 0 is the no-effect control and ±100 the full control effect
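Antagonism was scored as loss of TSH-driven cAMP in TSHR cells, stimulated with 4nM TSH (EC80) for 2 hours at 37 deg C and detected by homogeneous HTRF competition immunoassay.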
Menin MLL FP TR: qHTS Assay for Inhibitors Targeting the Menin-MLL Interaction in MLL Related Leukemias: Competition With Texas Red Labeled MLL-derived Mutant Peptide | Menin + Texas Red MLL mutant peptide, fluorescence polarization | Potency, µM (doses to about 61.6 µM), without a hit: at the top dose FP activity change, negative = inhibition, usual class: inhibitors | AID 1768, 2009 | O00255 | 270,000 tested, 0.23% active; active means well fitted inhibition curve with a large enough effect in the polarisation, with a control signal flat, not every such curve was filed as active; inconclusive means small, poorly fitted or top-dose-only effect, or effect the other way, or a change in a side signal; inactive means no such curve, though single readings can be large or run the other way; the % refers to the polarisation; further: potency means the concentration at half of the fitted maximal effect; % of control where 0% means no effect; many of its hits are not listed in these tables
PKM2 activator: qHTS Assay for Activators of Human Muscle isoform 2 Pyruvate Kinase; Pyruvate kinase PKM (Homo sapiens), P14618; purified PKM2, Kinase-Glo ATP luminescence, activation; response scale: 0% is enzyme alone, no compound; Potency, µM (top dose mostly 57.5 µM), for inactives: at the top dose activation, most hits filed as activators; 260,000 tested, 0.34% active; AID 1631, 2009; further: potency means the concentration at half of the fitted maximal effect; on the % scale 0 is the no-effect control and ±100 the full control effect; nearly all actives have a fitted effect of over 55% in size
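Purified hPK-M2 (>95%) run at intermediate activity with 0.1 mM ADP and 0.5 mM PEP in 50 mM imidazole pH 7.2, KCl, MgCl2; 1 h room temperature. ATP formed read by Kinase-Glo luminescence; normalized to uninhibited and no-enzyme controls.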
Mito fusion yeast: qHTS Assay for Small Molecule Inhibitors of Mitochondrial Division or Activators of Mitochondrial Fusion | S. cerevisiae fusion-defective mutant growth rescue, CellTiterGlo 48 h | Potency, µM (series often up to 46.1 µM), for the others: at the highest dose growth rescue (activation), most hits filed as activators | 320,000 tested, 0.23% active | AID 485298, 2010;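 further: potency means the concentration at half of the fitted maximal effect; % of control where 0% means no effect; nearly all actives have a fitted effect of over 45% in size; temperature-sensitive fusion mutants such as fzo1-1 at 37 °C on non-fermentable ethanol glycerol medium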
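Read-out: ATP-based luminescence (CellTiterGlo, 10 min ambient) reporting growth of fusion-defective ts yeast after 48 hours at 37C on glycerol/ethanol YPEG medium in the presence of compound.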
GALK inh: qHTS Assay for Inhibitors of Human Galactokinase (GALK) | P51570 | Purified GALK, Kinase-Glo residual ATP luminescence | Potency, µM (series often up to 57.5 µM), for the others: top-dose activity change, negative = inhibition, most hits filed as inhibitors | 270,000 tested, 0.007% active | AID 1868, 2009; further: potency means the concentration at half of the fitted maximal effect; on the % scale 0 is the no-effect control and ±100 the full control effect
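5 nM enzyme, 35 uM ATP, 100 uM galactose, 20 mM HEPES pH8.0, 5 mM MgCl2; 1 h RT; residual ATP by Kinase-Glo Plus luminescence, qHTS format.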
MBNL1-CUG inh: qHTS Assay for Inhibitors of MBNL1-poly(CUG) RNA binding. Muscleblind-like protein 1 (Homo sapiens), Q9NR56. TR-FRET MBNL1-His/biotin-(CUG)12 binding, 665/545 ratio. Potency, µM (highest dose often 57.5 µM), inactives show at the top dose activity change, negative = inhibition, actives largely listed as inhibitors. 280,000 tested, 0.036% active. AID 2675, 2010; active means well fitted inhibition curve with a large enough effect in the signal ratio, with a control signal flat, not every such curve was filed as active; inconclusive means small, poorly fitted or top-dose-only effect, or effect the other way, or a change in a side signal; inactive means no such curve, though single readings can be large or run the other way; the % refers to the signal ratio; further: potency means the concentration at half of the fitted maximal effect; on the % scale 0 is the no-effect control and ±100 the full control effect
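His-tagged MBNL1 binding to biotinylated (CUG)12 RNA was measured by TR-FRET using terbium anti-His antibody (0.055 ng/ul final) and streptavidin-XL665 (5 nM final). Compounds were titrated 92 nM to 58 uM; 60 min at room temperature.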
Eya2 phos inh: qHTS Assay for Inhibitors of the Phosphatase Activity of Eya2 | Protein phosphatase EYA2 (Homo sapiens), O00167 | recombinant Eya2, OMFP fluorescence dephosphorylation (OMFP is methylfluorescein phosphate) | Potency, µM (highest dose often 76.9 µM), for inactives: top-dose activity, negative = inhibition, hits mostly inhibitors | 330,000 tested, 0.006% active | AID 488837, 2010; further: potency means the concentration at half of the fitted maximal effect; on the % scale 0 is the no-effect control and ±100 the full control effect
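Eya2 protein (added as 0.2 uM solution) was preincubated with compound for 10 min at ambient temperature in 50 mM HEPES pH 7.5, 50 mM NaCl, 5 uM MgCl2, 0.05% BSA, 1 mM DTT. OMFP (added at 50 uM) then reacted 10 min; fluorescence read at 485/525 nm.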
* marks the source's active call; other numbers are inactive results; u = inconclusive; x = no result given; [ ] = another dose, or the depositor's remark. Unless noted, the call rests on the fitted dose curve; in most records, active means well fitted curve in the direction sought with a large enough effect; inconclusive means small, poorly fitted or top-dose-only effect, or another doubt; inactive means no such curve, though single readings can be large; an effect the other way counts as inactive or inconclusive. Some of the compounds tested; count on the stated rates, not on these rows.

entry | mol | hERG WT inh | USP2a inh | S-ASM inh | Chronic BCR inh | TSHR antag | Menin MLL FP TR | PKM2 activator | Mito fusion yeast | GALK inh | MBNL1-CUG inh | Eya2 phos inh
1 | CCCOc1ccc(/C=N/Nc2cccc([N+](=O)[O-])c2)c(O)c1 | -6 | -3% | -5% | u | -30 | u | -21% | -5% | -2% | -6% | -3%
2 | C=CCNC(=O)c1ccc2c(=O)n(Cc3ccccc3OC)c(=S)[nH]c2c1 | -5 | 2% | 7% | 1% | -12 | u | x | 3% | x | 9% | -9%
3 | CCOC(=O)c1cnn(-c2ccc([N+](=O)[O-])cc2)c1N | 0 | 9% | 4% | u | -3 | x | 4% | 6% | 0% | u | -29%
4 | O=C(O)c1cc([N+](=O)[O-])c(NCCC2=CCCCC2)c([N+](=O)[O-])c1 | -3 | -9% | 11% | u | -26 | u | -1% | 15% | -1% | u | -12%
5 | CCC(C(=O)NC1CCCC1)N(C(=O)Cn1nnc(-c2ccc(C)o2)n1)c1ccc(F)cc1 (stereo not drawn) | -15 | 2% | 3% | 9% | -5 | -9% | -5% | 2% | -3% | -2% | 1%
6 | Cc1cnc(C(=O)OCC(=O)Nc2cc(S(=O)(=O)N3CCCCC3)ccc2Cl)cn1 | -3 | 0% | -1% | 2% | -7 | 0% | -5% | 0% | -1% | -2% | -9%
7 | CCCNC(=O)CCCN1C(=O)c2ccccc2Sc2ncccc21 | -2 | 1% | 6% | 0% | 6 | -12% | x | 3% | x | -7% | 2%
8 | CN(CCc1ccccn1)C(=O)c1cc(COc2ccc(F)cc2F)on1 | 2 | 1% | 2% | u | 30 | x | -3% | -3% | -5% | -6% | -5%
9 | Cc1ccc(-c2csc3ncn(CC(=O)NCC(c4ccco4)N4CCCC4)c(=O)c23)cc1 (stereo not drawn) | 14 | 0% | 4% | -7% | 1 | x | x | 0% | x | x | 4%
10 | CC(=O)N1c2ccc(S(=O)(=O)NCC3CCC(C(=O)NC4CCC(C)CC4)CC3)cc2CC1C (stereo not drawn) | -2 | 0% | 6% | 3% | -14 | -3% | x | 1% | 2% | 0% | 12%
11 | O=C(Nc1ccccc1-c1ccccc1NC(=O)c1ccco1)c1ccco1 | 8 | 0% | 1% | -28% | -17 | 0% | -21% | 9% | -3% | -6% | -27%
12 | COc1ccc(NC(=S)N2CCC(C(=O)N3CCCCCC3)CC2)cc1 | -13 | 0% | 2% | 7% | 9 | -4% | -10% | -1% | -1% | -12% | 3%
13 | Cc1cccc(S(=O)(=O)Nc2ccc(-n3c(C)nc4ccccc4c3=O)cc2)c1 | 14 | 0% | -1% | 3% | -2 | x | x | 8% | x | x | -7%
14 | Cc1ccc2[nH]c(=O)c(CN(Cc3cccs3)C(=S)NCc3ccco3)cc2c1 | 1 | -5% | -13% | u | 6 | u | 18% | -10% | 0% | -2% | -3%
15 | N#Cc1sc2nc(-c3cccs3)cc(-c3ccc(Cl)cc3)c2c1N | 8 | u | 20% | 5% | 13 | 25µM* | 0% | 0% | x | 11% | 18%
16 | COC(=O)C1CCN(S(=O)(=O)Cc2ccccc2)CC1 | -4 | -1% | 3% | -5% | 1 | 7% | -3% | 1% | -2% | 6% | 13%
17 | COc1ccc(NC(=O)CCN2C(=O)C3C4CCC(C4)C3C2=O)cc1 (stereo not drawn) | 1 | 1% | 6% | 0% | 28 | -5% | -17% | 5% | -1% | u | -1%
18 | O=C(COC(=O)/C=C/c1ccc(Cl)cc1Cl)NCc1ccco1 | 0 | 0% | 1% | -11% | -10 | -2% | 2% | -2% | -1% | 7% | 7%
19 | CCN1CCN(C(=O)CS(=O)(=O)Cc2nc(-c3ccccc3C)oc2C)CC1 | 5 | 2% | 4% | -1% | 1 | -4% | x | 3% | 5% | 0% | -7%
20 | Cc1cccc(-n2nnc(C(=O)NCc3ccccc3Cl)c2N)c1 | -9 | -1% | 0% | u | 13 | 12% | -3% | 1% | -2% | 2% | -19%

The closing 2 entries of the section above lead into the next:
entry | mol | hERG WT inh | USP2a inh | S-ASM inh | Chronic BCR inh | TSHR antag | Menin MLL FP TR | PKM2 activator | Mito fusion yeast | GALK inh | MBNL1-CUG inh | Eya2 phos inh
19 | CCN1CCN(C(=O)CS(=O)(=O)Cc2nc(-c3ccccc3C)oc2C)CC1 | 5 | 2% | 4% | -1% | 1 | -4% | x | 3% | 5% | 0% | -7%
20 | Cc1cccc(-n2nnc(C(=O)NCc3ccccc3Cl)c2N)c1 | -9 | -1% | 0% | u | 13 | 12% | -3% | 1% | -2% | 2% | -19%
21 | Cc1ccccc1NCCC(=O)Nc1ccc(Cl)cc1 | -5 | 4% | -2% | -6% | -19 | u | -3% | -2% | 5% | -7% | -10%
22 | COc1ccc(Cc2nc3ccccc3[nH]c2=O)cc1 | -3 | 1% | 15% | u | -3 | 16% | x | -1% | 0% | 19% | -7%
23 | CC(=O)Cc1nsc(NC(=O)c2ccc(COc3ccccc3C)o2)n1 | 11 | 4% | -12% | u | 26 | u | 3% | -2% | 2% | 1% | -12%
24 | COC(=O)C1=C(C)NC(C)=C(C(=O)OC)C1c1ccc(OC(=O)c2oc3ccccc3c2C)c(OC)c1 | -17 | -2% | 40%[activator] | -11% | -8 | 16% | 6% | 0% | x | -17%[11.5 µM] | 0%
25 | Cc1cc(C(=O)NNC(=O)CCCOc2ccccc2)c(C)o1 | -13 | -1% | 4% | 5% | 8 | x | x | -4% | x | x | 5%
26 | O=c1cc(CSc2nnc(-c3cccnc3)n2-c2ccccc2F)nc2sccn12 | 4 | 0% | 4% | 1% | 12 | -27% | 0% | 1% | -3% | -1% | 4%
27 | O=C(COC(=O)c1ccc(Cl)nc1)NCc1cccs1 | -4 | 3% | -1% | u | 9 | -2% | 2% | 5% | 5% | -7% | -3%
28 | Cc1oc(-c2ccc(Cl)cc2)cc1C(=O)/C(C#N)=C/Nc1ccccc1 | -2 | 2% | -9% | u | -13 | x | u | 0% | 1% | 11% | 9%
29 | O=C(NCCCN1CCOCC1)C(=O)NCC1CCCO1 (stereo not drawn) | -5 | -1% | 1% | -3% | -3 | -1% | u | -6% | 2% | -18% | -4%
30 | Cc1ccc(/C=N/NC(=O)CN2CCN(Cc3ccccc3)CC2)o1 | -10 | 7% | -1% | 2% | -2 | x | 1% | -2% | -1% | -7% | 3%
31 | Cc1ccc(OCc2nnc(SCc3cc(=O)[nH]c4ccccc34)n2-c2ccccc2)cc1 | 0 | -9% | -7% | -8% | 5 | -1% | -6% | -6% | 2% | 5% | -9%
32 | COc1ccc(C(=O)c2c3ccccc3[n+]([O-])n2CCC(N)=O)cc1 | 6 | 0% | -8% | 4% | 3 | x | x | 1% | x | x | 14%

Menin MLL FP TR: entries above that show a hit.
| cpd | compound | S-ASM inh | TSHR antag | Menin MLL FP TR | Mito fusion yeast | GALK inh | MBNL1-CUG inh | Eya2 phos inh |
| --- | --- | --- | --- | --- | --- | --- | --- | --- |
| 15 | N#Cc1sc2nc(-c3cccs3)cc(-c3ccc(Cl)cc3)c2c1N | 20% | 13 | 25µM* | 0% | x | 11% | 18% |
